Compound activity from PubChem BioAssay.
UbGFP stabilizer = Ubiquitin-GFP Assay. Ubiquitin-GFP reporter cells, proteasome inhibition, GFP fluorescence; response scale: untreated = 0%, 10 µM MG-132 = 100%. Potency, µM (series often up to 45.9 µM), without a hit: at the highest dose activation (GFP accumulation), most hits filed as activators. 67,000 tested, under 10 active. AID 526, 2006; active = well fitted activation curve with a large enough effect, not every such curve was filed as active; inconclusive = small, poorly fitted or top-dose-only effect, or another doubt; inactive = no such curve, though single readings can be large or run the other way; also: potency is read from the fitted curve at half-maximal effect
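U2OS cells stably expressing ubiquitin(G76V)-GFP, seeded overnight in 0.5% FBS medium, were exposed to compounds (qHTS, 46 uM to 2.9 nM) for 4 hr at 37 °C. GFP-positive cells were counted by laser cytometry (488 ex/515 em), normalized between basal and 10 uM MG-132.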
HBB splice mod = qHTS Assay for Modulators of Hemoglobin Beta Chain Splicing; HBB splicing reporter cell assay, activation; EGFP reporter with mutant IVS2-654 intron; response scale: normalised to 500 nM splice-correcting PNA; Potency, µM (top dose mostly 46.1 µM), without a hit: at the top dose activation, most hits filed as activators; 65,000 tested, 0.06% active; AID 925, 2007; also: potency is read from the fitted curve at half-maximal effect; 0% is about no effect
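Compounds were applied for 2 days to HeLa EGFP-654 cells, 500/well in Optimem with 2% FCS. The reporter's EGFP is disrupted by mis-splicing of beta-globin intron IVS2-654. Readout: summed well GFP fluorescence from 488 nm laser scanning; reference was 500 nM antisense […] 654 PNA.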
15-hLO inh = qHTS Assay for Inhibitors of 15-hLO (15-human lipoxygenase); Potency, µM (series often up to 57.1 µM), without a hit: at the top dose activity change, negative = inhibition, actives largely listed as inhibitors; purified 15hLO-1, xylenol orange hydroperoxide absorbance; 74,000 tested, 1.4% active; AID 887, 2007; Polyunsaturated fatty acid lipoxygenase ALOX15 (Homo sapiens), P16050; also: potency is read from the fitted curve at half-maximal effect; % is scaled to controls: 0 for no effect and ±100 for the full control effect; nearly all actives have a fitted effect of over 55% in size
Target sequence (P16050 whole entry, looked up): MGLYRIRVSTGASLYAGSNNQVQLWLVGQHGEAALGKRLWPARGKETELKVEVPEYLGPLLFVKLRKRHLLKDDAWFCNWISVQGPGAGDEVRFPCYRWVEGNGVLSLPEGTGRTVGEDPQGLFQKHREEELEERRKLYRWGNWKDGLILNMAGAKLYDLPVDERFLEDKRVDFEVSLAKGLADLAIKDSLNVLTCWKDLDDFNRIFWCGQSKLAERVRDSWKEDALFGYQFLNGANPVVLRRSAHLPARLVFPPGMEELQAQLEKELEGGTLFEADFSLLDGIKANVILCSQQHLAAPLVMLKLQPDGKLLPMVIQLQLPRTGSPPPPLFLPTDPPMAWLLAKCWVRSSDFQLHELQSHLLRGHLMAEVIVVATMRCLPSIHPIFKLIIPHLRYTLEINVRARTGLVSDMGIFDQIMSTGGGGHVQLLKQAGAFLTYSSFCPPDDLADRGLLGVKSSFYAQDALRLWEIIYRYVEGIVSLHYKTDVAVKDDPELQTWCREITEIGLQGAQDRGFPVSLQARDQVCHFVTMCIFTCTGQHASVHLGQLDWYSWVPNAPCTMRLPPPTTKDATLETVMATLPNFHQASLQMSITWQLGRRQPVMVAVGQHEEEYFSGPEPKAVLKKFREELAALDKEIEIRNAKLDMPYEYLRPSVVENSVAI
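Purified human 15hLO-1 (40 nM) in 25 mM Hepes pH 7.5, 0.01% Triton X-100, preincubated 15 min RT with compound, then 50 uM arachidonic acid for 6 min. Hydroperoxide read by ferrous/xylenol orange, 30 min; 573/405 nm absorbance ratio gave progress.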
GFP derepression = qHTS Assay for Epigenetic Modulators | Potency, µM (highest dose often 46.1 µM), for inactives: at the top dose GFP derepression (activation) | mouse C127i GFP locus derepression, cytometry, 30 h | 68,000 tested, 0.09% active; also: % of control where 0% means no effect
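Derepression screen: silenced CMV-GFP reporter in murine C127i cells, 30 h compound incubation at 37 C, washed cells imaged by laser-scanning cytometer to enumerate GFP-expressing objects of 20 to 120 um.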
4MU fluor = qHTS Assay for Spectroscopic Profiling in 4-MU Spectral Region; compound autofluorescence, 340/450 nm, 4-MU equivalents; active compounds read high; max dye-equivalent concentration, M; 59,000 tested, 11% active; in the data active = max dye-equivalent concentration above about 10 nM; inconclusive = mostly about 1.1 nM to 9.6 nM
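Compounds in 100 mM Tris, pH 8.0, incubated 15 min at room temperature, then fluorescence read at 340 nm excitation/450 nm emission. Signal converted to 4-MU dye-equivalent concentration using an on-plate six-point 4-MU standard curve.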
DNA Pol III inh = qHTS Assay for Inhibitors of DNA Polymerase III Holoenzyme System | reconstituted DNA polymerase III holoenzyme replication, biochemical | Potency, µM (titrated, usually from 57.1 µM), without a hit: at the top dose activity change, negative = inhibition | 71,000 tested, 0.25% active | AID 603, 2007; also: potency is read from the fitted curve at half-maximal effect; % is scaled to controls: 0 for no effect and ±100 for the full control effect
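Reconstituted *E. coli* holoenzyme (0.35 nM Pol III, 1 nM beta, 154 nM SSB, 2 nM primase) was preincubated with compound for 15 min at RT. Synthesis on 1.4 nM ssM13Gori ran 35 min, then was stopped with PicoGreen/EDTA and read as dsDNA fluorescence.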
Hsp90 Hop PPI = qHTS Assay for Disrupters of an Hsp90 Co-Chaperone Interaction. AlphaScreen TPR2A-His6 binding biotin-Hsp90 C-terminal peptide. Potency, µM (series often up to 57 µM), for inactives: at the highest dose activity change, negative = inhibition. 71,000 tested, 0.44% active; active = well fitted curve in either direction with a large enough effect; inconclusive = small, poorly fitted or top-dose-only effect, or another doubt; also: potency is read from the fitted curve at half-maximal effect; % is scaled to controls: 0 for no effect and ±100 for the full control effect; many of its hits are not listed in these tables
BRCT inh red = qHTS Assay for Inhibitors of BRCT-Phosphoprotein Interaction (Red Fluorophore). Breast cancer type 1 susceptibility protein (Homo sapiens), P38398. BRCT-phosphopeptide binding, red fluorescence polarization. Potency, µM (highest dose often 76.9 µM), for the others: at the highest dose activity change, negative = inhibition, usual class: inhibitors. 75,000 tested, 0.03% active; also: % is scaled to controls: 0 for no effect and ±100 for the full control effect
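Rhodamine-labelled pBACH1 10-mer (100 nM) bound to BRCT domain (100 nM) at pH 7.3; compounds incubated 12 min room temperature, polarization read. Free peptide defines full inhibition; unlabelled decapeptide titrated as control.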
A350 fluor = qHTS Assay for Spectroscopic Profiling in A350 Spectral Region; Compound autofluorescence, 340/450 nm, Alexa 350 dye-equivalents; active compounds read high; max dye-equivalent concentration, M; 59,000 tested, 11% active; in the data active = max dye-equivalent concentration above about 10 nM; inconclusive = mostly about 1.1 nM to 9.6 nM
CRE-bla Fsk = Cell signaling CRE-BLA (Fsk stim); Potency, µM (highest dose often 38.2 µM), inactives show top-dose activity change, negative = inhibition, most hits filed as activators; 71,000 tested, 2.5% active; CHO CRE-bla reporter (cAMP response element driving beta-lactamase), forskolin EC10, beta-lactamase ratio; active = well fitted activation curve with a large enough effect in the signal ratio, with a control signal flat, not every such curve was filed as active; inconclusive = small, poorly fitted or top-dose-only effect, or effect the other way, or a change in a side signal; the % refers to the signal ratio; also: potency is read from the fitted curve at half-maximal effect; % of control where 0% means no effect
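The 460nm/530nm emission ratio after CCF4 loading defined %Activity, from which AC50 values were obtained. CRE-bla CHO cells received compound dilution series together with an EC10 level of NKH 477 for 3 hours at 37 degrees Celsius.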
BRCT inh green = qHTS Assay for Inhibitors of BRCT-Phosphoprotein Interaction (Green Fluorophore) | Breast cancer type 1 susceptibility protein (Homo sapiens), P38398 | BRCA1 BRCT-phosphopeptide binding, green fluorescence polarization | Potency, µM (series often up to 76.9 µM), inactives show at the top dose activity change, negative = inhibition, most hits filed as inhibitors | 75,000 tested, 0.05% active | AID 875, 2007;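 also: potency is read from the fitted curve at half-maximal effect; plate controls were peptide without protein for full effect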
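Compounds were incubated for 12 min at room temperature with a complex of 100 nM fluorescein-tagged pBACH1 decapeptide and 250 nM His-tagged BRCT protein. Buffer was phosphate pH 7.3 with EDTA, DTT and Tween 20. Disruption of binding lowers the polarization signal.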
Active calls of the source: *; i = inactive; ? = inconclusive; . = not tested or not shown; & = joins results of further samples; ! = not confirmed by another sample; [ ] = remark or other dose. Unless noted, calls follow the shape of the dose curve; as a rule, active = well fitted curve in the direction sought with a large enough effect; inconclusive = small, poorly fitted or top-dose-only effect, or another doubt; inactive = no such curve, though single readings can be large; an effect the other way counts as inactive or inconclusive.

Under each structure – UbGFP stabilizer | HBB splice mod | 15-hLO inh | GFP derepression | 4MU fluor | DNA Pol III inh | Hsp90 Hop PPI | BRCT inh red | A350 fluor | CRE-bla Fsk | BRCT inh green
COc1cccc2c1cc([N+](=O)[O-])c1c(C(=O)O)cc3c(c12)OCO3
    -3% | . | -3%[25.6 µM] | -2%[9.22 µM] | i | -8% | -4% | -0.3%&-2.7% | i | ? | -2.2%
O=C(Nc1ccccc1)N1CCC2(CC1)CCN(C(=O)Oc1ccccc1)CC2
    -7% | 1.5% | -2% | -2%[9.22 µM] | i | -9% | -2% | -0.5% | i | -8% | -3.2%
C=CC(=O)OCC
    . | 1.4% | -3% | . | . | -8% | -1% | 0.4% | . | 4% | -0.1%
O=C(NCc1ccccn1)c1ccccc1Cl
    2% | -0.6% | 0% | -4% | i | 2% | -3% | -0.2% | i | 2% | 2.0%
[N-]=[N+]=NCC(=O)c1c[nH]c(=O)[nH]c1=O
    2%[9.17 µM] | 1.5%[9.22 µM] | -5%[11.4 µM] | 0%[9.22 µM] | i | -13%[11.4 µM] | 3%[11 µM] | 0.1%[15.4 µM] | i | 2%[7.6 µM] | -1.2%[15.4 µM]
O=C(O)CCl
    . | 0.3% | -5% | . | . | -2% | -2% | 0.2% | . | -8% | -1.4%
CC(=O)C1=C(C)OC(N)=C(C(=O)OC(C)C)C12C(=O)Nc1ccccc12 (centres undefined)
    3% | 0.5% | 11% | 4% | i | 6% | -5% | -0.6% | i | -9% | -0.9%
BrCC(Br)C1CCC(Br)C(Br)C1 (centres undefined)
    . | 0.7% | 0% | . | . | -4% | 28% | -0.2% | . | ? | 1.2%
CN(C)c1ccc2c(c1)N=C(c1ccco1)OP2(=S)N1CCOCC1 (centres undefined)
    -2% | -2.6% | ? | 1% | i | -6% | -6% | 2.8% | i | 6% | -1.3%
CCCN1CCC[C@@H]2Cc3nc(N)ncc3C[C@H]21
    -5% | 0.9% | -9% | -1% | i | -1% | -8% | -2.4% | i | -10% | -3.8%
Cc1nc2ccc(Nc3nc4cc(S(=O)(=O)N5CCOCC5)ccc4o3)cc2s1
    1% | -0.9% | ? | 1% | i | 0% | -5% | -1.3% | i | 13µM* | 5.0%
O=c1c2ccccc2nc(-c2ccco2)n1-c1nccs1
    7% | -0.5% | -5% | 1% | i | -2% | -1% | -0.5% | i | ? | -1.9%
Clc1nc(Cl)nc(Cl)n1
    . | -0.4% | ? | . | . | -6% | ? | 0.6% | . | -15% | -3.0%
CN1C[C@H](CNC(=O)OCc2ccccc2)C[C@@H]2c3cccc4c3c(cn4C)C[C@H]21
    . | . | -15% | -3%[20.6 µM] | ? | . | . | -1.4% | ? | . | -4.5%
C=CC(C)=O
    . | -0.7% | -7% | . | . | -6% | 5% | 0.5% | . | -8% | -0.9%
C[C@H](Br)CN(C[C@H](C)Br)c1ccc2c(c1)Cc1ccccc1-2
    0%[9.17 µM] | 2.9%[9.22 µM] | 2%[11.4 µM] | 9%[9.22 µM] | ? | -5%[11.4 µM] | ? | 1.5%[15.4 µM] | ? | -9%[7.6 µM] | 0.4%[15.4 µM]
Clc1cccc(C(Cl)(Cl)Cl)n1
    . | 0.2% | 1% | . | . | 0% | -1% | -1.8% | . | 5% | 0.6%
CC(N=Cc1c(O)[nH]c(=O)[nH]c1=O)c1ccccc1 (centres undefined)
    -15%[9.17 µM] | -1.0%[0.0738 µM] | 7%[11.4 µM] | 3% | . | -4%[11.4 µM] | -2%[11 µM] | -2.0% | . | ? | 6.5%
Cc1ccc(O)c(CN2CCN(c3ccccc3)CC2)c1
    9% | -1.7% | ? | -2% | i | 6% | 1% | -2.4% | i | -19% | -4.4%
C[C@H]1CC[C@@H]2[C@@H](C)[C@H]3[C@H](C[C@H]4[C@@H]5CC=C6CC(O[C@@H]7O[C@H](CO)[C@H](O)[C@H](O[C@@H]8O[C@H](CO)[C@@H](O)[C@H](O)[C@H]8O)[C@H]7O[C@H]7O[C@@H](C)[C@H](O)[C@@H](O)[C@H]7O)CC[C@]6(C)[C@H]5CC[C@]34C)N2C1 (some centres undefined)
    . | -0.3% | 0% | . | . | -5% | -6% | 2.0% | . | -11% | 10.0%

Full records, looked up by structure. Screens in order: UbGFP stabilizer | HBB splice mod | 15-hLO inh | GFP derepression | 4MU fluor | DNA Pol III inh | Hsp90 Hop PPI | BRCT inh red | A350 fluor | CRE-bla Fsk | BRCT inh green
O=c1c2ccccc2nc(-c2ccco2)n1-c1nccs1 as listed: 7% | -0.5% | -5% | 1% | i | -2% | -1% | -0.5% | i | ? | -1.9%
C[C@H]1CC[C@@H]2[C@@H](C)[C@H]3[C@H](C[C@H]4[C@@H]5CC=C6CC(O[C@@H]7O[C@H](CO)[C@H](O)[C@H](O[C@@H]8O[C@H](CO)[C@@H](O)[C@H](O)[C@H]8O)[C@H]7O[C@H]7O[C@@H](C)[C@H](O)[C@@H](O)[C@H]7O)CC[C@]6(C)[C@H]5CC[C@]34C)N2C1 (some centres undefined) as listed: . | -0.3% | 0% | . | . | -5% | -6% | 2.0% | . | -11% | 10.0%
C[C@H](Br)CN(C[C@H](C)Br)c1ccc2c(c1)Cc1ccccc1-2 as listed: 0%[9.17 µM] | 2.9%[9.22 µM] | 2%[11.4 µM] | 9%[9.22 µM] | ? | -5%[11.4 µM] | ? | 1.5%[15.4 µM] | ? | -9%[7.6 µM] | 0.4%[15.4 µM]

Carrying on.
Under each structure – UbGFP stabilizer | HBB splice mod | 15-hLO inh | GFP derepression | 4MU fluor | DNA Pol III inh | Hsp90 Hop PPI | BRCT inh red | A350 fluor | CRE-bla Fsk | BRCT inh green
CN1CCc2cc3c(cc2[C@@H]1[C@@H]1OC(=O)c2c1ccc1c2OCO1)OCO3
    3%[20.5 µM] | 0.6%[20.6 µM] | 8%[25.6 µM] | 4%[20.6 µM] | 1.6e-08M*! | -10%[25.6 µM] | -2%[26 µM] | 0.0%[34.4 µM] | 1.4e-08M*! | 8%[17.1 µM] | -2.6%[34.4 µM]
CN1CCC[C@@H]1c1cccnc1.O=C(O)c1ccccc1O.O=C([OH2+])c1ccccc1O.O=C([OH2+])c1ccccc1O.[Mn]
    2%[9.17 µM] | 1.9%[9.22 µM] | -2%[11.4 µM] | 4%[9.22 µM] | i | -6%[11.4 µM] | 0%[11 µM] | -1.1%[15.4 µM] | i | 5%[7.6 µM] | -1.4%[15.4 µM]
COc1ccc(OC)c(C2=NOC(C(=O)N3CCC4(CC3)OCCO4)C2)c1 (centres undefined)
    6% | 1.4% | 8% | 4% | ? | 5% | -2% | -0.3% | ? | ? | -0.6%
CC(c1ccc(F)cc1)n1cc(C(=O)NCc2ccc3c(c2)OCO3)nn1 (centres undefined)
    -2% | -2.5% | -8% | 1% | i | -8% | -5% | -0.2% | i | ? | -0.8%
COc1ccc(CCn2c(O)c(C=NCCCO)c(=O)[nH]c2=O)cc1OC
    7% | 0.9%[57.5 µM] | 0% | 4% | i | -6% | 0% | 1.1% | i | 7% | -0.4%
CCOC(=O)c1c(C)n(Cc2ccco2)c2ccc(OC)cc12
    8% | -0.9%[9.22 µM] | -2% | -4% | . | -12% | 9% | -1.6% | . | ? | 1.5%
Cc1cccc([C@H](C)c2cnc[nH]2)c1C
    3% | . | -17%[25.6 µM] | -2% | . | -4% | -6% | -0.2% | . | 24% | -1.8%
O=C(Nc1ccccc1OC(=O)N1CCOCC1)N1CCOCC1
    -2% | 1.5% | 13% | 3% | i | 0% | -5% | 1.5% | i | -5% | -0.9%
COCc1cc(C)c(C#N)c(=S)[nH]1
    10% | -0.1% | 1.6µM* | 12% | ? | 3% | 0% | -0.9% | ? | -4% | -4.1%
CCOC(=O)C1C(=O)N(C)C2(C)CC1c1ccccc1O2 (centres undefined)
    -3% | -0.8% | 6% | -2% | ? | 7% | 4% | -0.1% | ? | -12% | 1.0%
Nc1ccc(Sc2ccc(N)cc2)cc1
    . | -0.9% | -5% | . | . | -3% | -9% | 0.4% | . | -4% | -2.6%
COc1ccccc1-n1c(O)c(C=Nc2c(C)n(C)n(-c3ccccc3)c2=O)c(=O)[nH]c1=O
    -1% | 0.3%[57.5 µM] | 0% | 6% | ? | 0% | -3% | 0.2% | ? | 3% | -0.8%

This is a subset (hit frequency here may not be typical).
